# Source: PubChem (several laboratories)
# GDH-TPI inh: inhibits GDH-TPI coupling enzymes, artifact for Mtb FBA screen; GDH-TPI coupled enzyme counterscreen, NADH absorbance; inhibition, % at 4.8 µM; 1.2% of 360,000 active; AID 588335; in the data active = inhibition above about 30%;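 note: 0% = DMSO wells and 100% = wells lacking the enzyme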
# VHR inh abs: blocks human VHR1 dual specificity phosphatase; 0.52% of 290,000 active; inhibition, % at 13.3 µM; recombinant VHR phosphatase, pNPP absorbance; AID 1654; in the data active = inhibition above about 50%; note: some compounds called inactive have numbers as strong as hits
# Target sequence (P51452 whole entry, looked up): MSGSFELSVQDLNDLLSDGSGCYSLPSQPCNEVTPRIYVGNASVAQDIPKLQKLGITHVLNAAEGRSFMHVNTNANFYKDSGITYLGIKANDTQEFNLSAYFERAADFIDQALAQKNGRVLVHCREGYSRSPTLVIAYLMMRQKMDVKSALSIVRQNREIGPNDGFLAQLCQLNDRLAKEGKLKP
# Rv3671c protease: inhibitors of M. tuberculosis serine protease Rv3671c; P9WHR9; 0.048% of 320,000 active; inhibition, % at 5.96 µM; in the data active = inhibition above about 38%;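 note: extracellular domain of Rv3671c used as enzyme; 0% = enzyme with DMSO and 100% = no enzyme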
# Target sequence (P9WHR9 whole entry, looked up, the tested form may be a part): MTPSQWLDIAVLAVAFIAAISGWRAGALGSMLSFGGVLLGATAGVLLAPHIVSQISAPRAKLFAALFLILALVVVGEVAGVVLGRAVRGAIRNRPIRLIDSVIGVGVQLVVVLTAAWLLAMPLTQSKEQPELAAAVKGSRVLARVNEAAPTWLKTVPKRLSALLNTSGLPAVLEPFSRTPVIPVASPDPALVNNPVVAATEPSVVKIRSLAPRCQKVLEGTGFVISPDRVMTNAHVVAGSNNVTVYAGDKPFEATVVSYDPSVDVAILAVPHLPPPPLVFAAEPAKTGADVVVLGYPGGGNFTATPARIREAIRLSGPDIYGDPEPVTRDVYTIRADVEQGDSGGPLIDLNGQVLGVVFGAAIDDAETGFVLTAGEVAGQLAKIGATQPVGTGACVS
# BioA inh: BioA (M. tuberculosis) enzyme inhibition | 0.096% of 360,000 active | AID 602481 | inhibition, % at 9.99 µM | purified M. tuberculosis BioA enzyme, plate reader; in the data active = inhibition above about 40%
# FBA Mtb inh: inhibits M. tuberculosis FBA enzyme | 2.3% of 360,000 active | AID 588726 | inhibition, % at 1 µM | purified M. tuberculosis FBA, fluorescence read-out; in the data active = inhibition above about 27%;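 note: 0% = vehicle and 100% = reference inhibitor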
# Target sequence (P9WQA3 whole entry, looked up): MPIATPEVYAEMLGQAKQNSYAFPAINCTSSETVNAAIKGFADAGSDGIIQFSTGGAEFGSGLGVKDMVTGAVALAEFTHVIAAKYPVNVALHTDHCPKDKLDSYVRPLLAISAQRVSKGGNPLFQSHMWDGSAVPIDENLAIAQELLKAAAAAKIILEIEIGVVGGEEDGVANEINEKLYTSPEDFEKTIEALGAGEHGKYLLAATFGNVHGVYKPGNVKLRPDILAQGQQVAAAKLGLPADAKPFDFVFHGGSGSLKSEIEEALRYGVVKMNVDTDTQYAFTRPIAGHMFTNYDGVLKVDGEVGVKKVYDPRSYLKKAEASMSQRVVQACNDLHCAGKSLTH
# UGM FP inh: Mtb UDP-galactopyranose mutase inhibition | purified UGM, fluorescence polarization probe displacement | P9WIQ1 | 0.06% of 320,000 active | inhibition, % at 10 µM | AID 504406; in the data active = inhibition above about 10%, passing the limit was not always enough
# SARS 3CLpro inh: SARS-CoV 3CLpro protease inhibition; inhibition, % at 6 µM; 0.14% of 290,000 active; AID 1706; recombinant SARS-CoV 3CLpro, quenched FRET peptide cleavage; P0C6X7; in the data active = inhibition above about 12%
# PriA SSB inh: blocks PriA binding to SSB C-terminal tail | AID 1272365 | 0.6% of 430,000 active | inhibition, % at 33 µM | AlphaScreen SSBct-PriA binding, biotinylated peptide; in the data active = inhibition mostly above about 37%, no sharp cut-off; inactive = mostly below about 20%;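 note: plate controls were negative control peptide for no effect and reference peptide for full effect; strong numbers were not always called active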
# MazEF act: increases E. coli MazEF RNase cleavage of RNA | P0AE70 | FAM/BHQ RNA-DNA oligo cleavage fluorescence, 5 h | activation, % at 20 µM | 0.32% of 350,000 active | AID 504720; in the data active = activation above about 50%
# Target sequence (P0AE70 whole entry, looked up): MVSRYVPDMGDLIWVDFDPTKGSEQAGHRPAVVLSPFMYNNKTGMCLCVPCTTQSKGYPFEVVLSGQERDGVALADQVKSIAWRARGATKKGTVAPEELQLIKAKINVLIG
# BH1578 lux ind: induces V. cholerae light production without autoinducers; 0.16% of 350,000 active; V. cholerae BH1578 lux reporter, luminescence, 6 h; activation, % at 18.7 µM; AID 588436; in the data active = activation mostly above about 9.7%, no sharp cut-off; note: not every result past the cut was called active; inactives centre near 0; reference of the scale not given here
# Starred values were filed as active, the others as inactive; i = inactive; / = no result given; + = active, no number. Not all compounds are listed; rates above refer to the full screens.
SMILES,GDH-TPI inh,VHR inh abs,Rv3671c protease,BioA inh,FBA Mtb inh,UGM FP inh,SARS 3CLpro inh,PriA SSB inh,MazEF act,BH1578 lux ind
CC(C(=O)Nc1ccc(N2CCOCC2)cc1)N1C(=O)NC(C)(C)C1=O (centres undefined),1,/,-11,-0.5,-2,1.0,/,-6,3,4.3
S=C(NCc1ccncc1)Nc1ccc(Cl)c(Cl)c1,0,2,-8,2.3,-5,1.5,6,-6,8,1.0
Cc1nc2ccc(S(=O)(=O)NCC(=O)N3CCc4ccccc4C3)cc2s1,-7,-2,-3,-0.1,-7,4.8,-1,-11,-6,i
CCCCNC(=O)c1cc(-c2ccc(F)cc2)on1,-1,18,-7,-0.2,-1,-0.5,3,-1,-4,-0.2
O=C(O)CSc1ncccc1C(=O)O,9,2,-12,/,0,0.2,-2,-5,2,-0.4
NC(=O)c1nn(-c2ccccc2)nc1NC(=O)Cn1nnc(-c2ccccc2)n1,9,47,-2,-3.4,8,-2.8,1,2,28,0.7
O=C(NNS(=O)(=O)c1ccccc1)C(O)(c1ccccc1)c1ccccc1,7,-10,-4,/,0,-1.4,2,-3,3,-0.3
CCC(C)NC(=O)c1cnc2n(c1=O)CCS2 (centres undefined),4,9,5,-0.1,-1,1.8,4,-8,7,-0.3
COCCCNC(=O)c1c(N)n(/N=C/c2ccccn2)c2nc3ccccc3nc12,8,25,/,-1.7,-3,/,-4,/,22,-0.3
CCOc1ccc(-n2c(SCC(=O)Nc3ccc(CC)cc3)nc3n[nH]c(C)c3c2=N)cc1,14,-19,-7,/,3,-5.3,-5,-9,-8,i
Cc1cc(C)cc(C(=O)Nc2cccnc2)c1,-8,14,2,31,1,-1.1,-3,1,4,-1.6
CN1CCN(C(=O)c2cc3nc(-c4ccccc4)cc(C(F)(F)F)n3n2)CC1,13,11,4,1.6,10,-1.6,8,3,2,-0.3
O=C(COc1ccc(Br)cc1)Nc1ccccc1C(=O)NC1CC1,6,/,0,/,0,-1.1,/,9,0,-2.0
Cc1ccc(SCc2[nH]nc3c2C2(C(=O)Nc4ccc([N+](=O)[O-])cc42)C(C#N)=C(N)O3)cc1 (centres undefined),22,10,-3,5.0,5,0.2,6,17,2,-0.3
CN(C)C(CNC(=S)Nc1ccc(F)cc1)c1cccnc1 (centres undefined),-1,12,-2,/,2,2.3,1,-5,5,i
CCn1c(CSCc2ccccc2)n[nH]c1=S,8,-7,-1,-2.5,8,0.8,2,8,5,i
C#CCn1c(=NC(=O)CSC(C)=O)sc2cc(F)ccc21,-7,7,0,-1.6,1,1.2,-1,-9,0,-0.1
O=C(Nc1n[nH]c(C(F)(F)F)n1)c1cccs1,-6,6,9,-0.5,-3,-1.6,1,1,1,0.5
c1ccc(C2=Nn3c(Cn4nnc5ccccc54)nnc3SC2)cc1,13,28,0,5.5,4,1.0,4,-7,4,i
CN(C)CCCNc1nc(-c2ccccc2)nc2ccccc12,16,9,12,0.0,-2,2.7,-3,-3,16,-0.4
CCN(CC)S(=O)(=O)c1cccc(NC(=O)COC(=O)C2CC3C=CC2C3)c1 (centres undefined),8,5,-10,/,1,4.2,-5,-8,7,i
Cc1cccn2cc(CNC(=O)c3ccc(Br)o3)nc12,-13,-11,11,-0.9,1,3.7,-10,-9,0,-0.1
Cc1ccccc1CN1C[C@H]2CON(C)[C@H]2C[C@H]1c1cccc(Br)c1,4,/,/,1.0,3,/,/,/,-9,-1.1
O=C(CSc1ccc(Cl)cc1)NCC1CCCO1 (centres undefined),3,8,2,/,5,-2.5,-3,-7,-1,i
CCCC(=O)Nc1nc(-c2ccc(OC)cc2)cs1,-10,31,-2,-0.2,3,-2.2,3,6,3,i

# Next part (three carried over from the part before).
SMILES,GDH-TPI inh,VHR inh abs,Rv3671c protease,BioA inh,FBA Mtb inh,UGM FP inh,SARS 3CLpro inh,PriA SSB inh,MazEF act,BH1578 lux ind
Cc1ccccc1CN1C[C@H]2CON(C)[C@H]2C[C@H]1c1cccc(Br)c1,4,/,/,1.0,3,/,/,/,-9,-1.1
O=C(CSc1ccc(Cl)cc1)NCC1CCCO1 (centres undefined),3,8,2,/,5,-2.5,-3,-7,-1,i
CCCC(=O)Nc1nc(-c2ccc(OC)cc2)cs1,-10,31,-2,-0.2,3,-2.2,3,6,3,i
NC(=O)NC(CC(=O)NNC(=O)c1ccccn1)c1ccccc1Cl (centres undefined),-5,/,1,-0.8,-2,0.7,/,3,8,i
CCc1ccc(-c2cc(C)no2)cc1S(=O)(=O)NCCc1ccc(S(N)(=O)=O)cc1,-2,28,-7,/,1,1.8,-5,-20,-9,i
CC(C)CCN1C(=O)c2ccc(C(=O)N3CCCCC3)cc2C1=O,8,/,4,0.5,6,1.4,/,-3,9,-1.5
CC1Cc2ccccc2N1C(=O)CN1C(=O)COc2ccccc21 (centres undefined),-2,27,1,3.4,-2,1.1,-2,-20,0,i
CCOC(=O)c1c(N)n(CCOC(=O)c2cccs2)c2nc3ccccc3nc12,18,17,-193,3.4,173*,1.5,1,-10,0,-0.5
COC(=O)c1ccc(COC(=O)C(CCS(C)(=O)=O)N2C(=O)c3ccccc3C2=O)cc1 (centres undefined),-11,14,8,-1.2,2,0.5,4,-8,-2,-0.7
CCN(CC)S(=O)(=O)c1ccc(C(=O)Nc2cc(C)on2)cc1,4,24,-3,0.3,-2,1.8,-3,-9,4,-3.6
Cc1nc2cc(N)ccc2n1C1CCCCC1,-5,16,1,/,5,-0.3,2,-1,4,i
CN1CC(C(=O)c2ccc(Cl)cc2)C(c2ccccc2F)C1 (centres undefined),0,2,3,/,0,0.9,3,5,4,-0.3
COc1ccc2nccnc2c1[N+](=O)[O-],14,-5,2,-1.1,-3,2.4,2,3,1,-0.6
CCCN1C(=S)SC(C)(C)C1/[N+]([O-])=C/c1ccc(S(=O)(=O)NC)cc1 (centres undefined),7,-19,-2,-2.9,1,-1.2,-1,-14,0,i
CCN1CCN(C(=O)CN2C(=O)COc3ccc(C)cc32)CC1,0,-9,7,-1.7,5,-0.4,-2,2,4,-0.5
O=C(COc1ccc(Cl)cc1)N(Cc1ccco1)C1CCS(=O)(=O)C1 (centres undefined),2,24,6,/,5,1.0,1,1,2,2.0
CCOC(=O)c1cc(NC(=O)COC)ccc1O,/,-7,1,/,/,-0.6,-7,/,/,/
COc1ccccc1C(=O)NC(=O)COC(=O)c1ccc(Cl)cc1[N+](=O)[O-],3,/,0,-1.8,6,-0.3,/,-2,2,-0.6
Cc1ccc(OCC(=O)NNC(=O)Nc2ccc(Cl)cc2)c(Br)c1,-3,/,-6,/,-1,3.2,/,2,-7,-0.4
COc1ccc(C(=O)NCCSCc2ccc(Cl)cc2)cc1OC,8,39,-7,-0.1,0,0.9,1,11,2,-0.3
Cc1ccc(NC(=O)c2cncc(Br)c2)nc1,8,-33,1,-1.3,4,0.8,-4,3,2,-0.2
O=C(Nc1ccccc1)c1cccnc1Nc1ccccc1,13,-8,-12,-0.4,-3,0.8,-3,2,-3,/
O=C(OC(C(=O)NCc1ccc2c(c1)OCO2)c1ccccc1F)c1ccco1 (centres undefined),4,8,2,5.4,2,2.2,5,0,1,-0.7
O=C(CN1CCC(NC(=O)Nc2ccccc2)CC1)Nc1ccc([N+](=O)[O-])cc1,15,15,-2,2.4,0,1.1,0,-3,7,-6.2
CCN1CCN(c2ccc(S(=O)(=O)N3CCOCC3)cc2NC(=O)COc2ccc(F)cc2Cl)CC1,-10,5,8,-1.8,2,-1.6,4,-4,4,i
CCOC(=O)c1c(C)nn(-c2ccc(NC(=O)CSCC(=O)O)cc2)c1C,10,10,-2,/,2,0.5,0,-2,-4,2.0
CCOc1ccc(/C=C(\C#N)C(=O)NCC2CCCO2)cc1OCC (centres undefined),28,-1,-2,-2.5,9,-0.6,-4,-3,4,-0.5
CCOc1ccc(C(=O)NCC2CCN(CC3CCCCC3)CC2)cc1,8,-15,/,0.4,-2,/,5,-3,9,-1.5

# Pulled by compound from above:
SMILES,GDH-TPI inh,VHR inh abs,Rv3671c protease,BioA inh,FBA Mtb inh,UGM FP inh,SARS 3CLpro inh,PriA SSB inh,MazEF act,BH1578 lux ind
CN1CC(C(=O)c2ccc(Cl)cc2)C(c2ccccc2F)C1 (centres undefined),0,2,3,/,0,0.9,3,5,4,-0.3
COC(=O)c1ccc(COC(=O)C(CCS(C)(=O)=O)N2C(=O)c3ccccc3C2=O)cc1 (centres undefined),-11,14,8,-1.2,2,0.5,4,-8,-2,-0.7
O=C(CN1CCC(NC(=O)Nc2ccccc2)CC1)Nc1ccc([N+](=O)[O-])cc1,15,15,-2,2.4,0,1.1,0,-3,7,-6.2
O=C(OC(C(=O)NCc1ccc2c(c1)OCO2)c1ccccc1F)c1ccco1 (centres undefined),4,8,2,5.4,2,2.2,5,0,1,-0.7
CCOC(=O)c1c(N)n(CCOC(=O)c2cccs2)c2nc3ccccc3nc12,18,17,-193,3.4,173*,1.5,1,-10,0,-0.5

# New compounds follow.
SMILES,GDH-TPI inh,VHR inh abs,Rv3671c protease,BioA inh,FBA Mtb inh,UGM FP inh,SARS 3CLpro inh,PriA SSB inh,MazEF act,BH1578 lux ind
CC1CC(C)CN(C(=O)Cn2nnc(-c3ccc(Br)cc3)n2)C1 (centres undefined),1,-37,0,-2.2,-4,-1.5,-3,-10,6,-0.5
O=S(=O)(Nc1cccc(-n2cnnn2)c1)c1ccccc1C(F)(F)F,-11,3,5,-0.7,0,4.3,2,-14,8,-2.9
Cn1nnc(NC(=O)c2cccs2)n1,-1,7,6,0.0,0,-1.0,7,-13,1,1.3
Cc1ccc(CNC(=O)CC(NC(=O)c2ccccc2)c2ccccc2)cc1 (centres undefined),-13,/,-7,-1.0,-2,-1.1,/,-1,-10,-0.2
CCOC(=O)C1CCN(C(=O)COc2ccc(C(=O)c3ccccc3)cc2)CC1,-9,/,-6,-0.2,-1,4.0,/,-3,0,-0.3
COc1ccc2oc(C(=O)OCC(=O)N3CCN(C(C)=O)CC3)c(C)c2c1,-1,/,-2,-0.7,43*,0.3,/,-12,0,-0.9
N[C@@H](Cc1cnc[nH]1)C(=O)Nc1ccc2ccccc2c1,1,/,/,-0.7,-1,/,/,6,2,-0.2
Cc1cc(C(=O)COC(=O)c2cccc(NS(C)(=O)=O)c2)c(C)n1CC1CCCO1 (centres undefined),10,/,-1,-2.0,0,-0.9,/,9,13,i
COc1ccc(N2CCOCC2)c(NC(=O)c2ccco2)c1,7,36,0,1.7,-3,-0.2,-3,-17,-28,-0.2
Cc1noc(C)c1C(=O)OCC(=O)/C=C1\N(C)c2ccccc2C1(C)C,17,10,-4,-0.6,1,-1.6,0,-1,2,1.7
CC(=O)c1ccc(NC(=O)CCc2c(C)nc3ncnn3c2C)cc1,0,18,/,5.2,-7,/,-1,-4,1,-0.3
CC(C)[C@H](Nc1ccc(C(F)(F)F)cc1[N+](=O)[O-])C(=O)O,6,-8,-1,-3.0,-7,2.8,2,-1,4,3.7
Cc1cccc(OCC(=O)O/N=C(\N)Cc2ccc(Cl)cc2)c1,-7,-2,-6,-0.1,1,-0.6,1,i,-1,0.8
CCOc1ccc(NS(=O)(=O)c2ccc3[nH]c(=O)oc3c2)cc1,-2,23,0,0.1,1,-0.3,1,-13,2,-0.2
Cc1ccc(S(N)(=O)=O)cc1,8,/,-2,-0.1,2,1.6,/,7,4,-0.3
O=C(Nc1ccnn1C1CCN(C(=O)c2ccc(Cl)c(F)c2)CC1)C1CCOC1 (centres undefined),-4,11,/,4.4,1,-3.4,-5,-11,4,i
COc1ccc(-c2ccc(SCC(=O)c3cccs3)nn2)cc1OC,4,40,3,/,-1,1.0,2,-4,1,-1.1
COc1ccc2[nH]c3c(=O)n(CCCC(=O)NC4CCCCC4C)c(=S)[nH]c3c2c1 (centres undefined),-1,1,-16,-1.6,2,-1.2,1,-1,3,-0.2
COc1ccc(/C=c2\s/c(=C/C(=O)c3ccc(C)cc3)[nH]c2=O)c(OC)c1,10,8,-46,-0.7,-3,-1.4,-1,/,+,-0.6
Cc1ccc(S(=O)(=O)n2nc(OC(=O)c3ccccc3C)cc2N)cc1,9,17,7,-1.7,6,-3.0,6,-5,3,-1.2
Cc1cc(C(=O)N/N=C/c2ccc[nH]2)n[nH]1,39*,5,9,/,-4,-1.4,-10,/,-2,-0.3
Cc1ccc(N2CN(Cc3ccco3)CNC2=S)c(C)c1,4,0,-4,/,-2,1.0,0,-2,-2,-0.2
